Pf growth 48h: inhibits P. falciparum growth in the first generation, 48 h; P. falciparum luciferase growth in erythrocytes, 48 h; Potency, µM (top dose mostly 28.7 µM), for inactives: top-dose activity change, negative = inhibition, actives largely listed as inhibitors; actives 5.9% (n = 310,000); AID 504832; note: potency is the fitted concentration of half-maximal effect; % is set by controls: 0 for no effect and ±100 for the full control effect
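Growth was read as firefly luciferase luminescence after a 48 h, 37 C, 5% CO2 exposure of compounds to reporter-bearing P. falciparum cultures (0.1% parasitemia, 2% hematocrit final) in Albumax-supplemented RPMI 1640.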
Tb PYK inh: T. brucei pyruvate kinase inhibition; TbPYK enzyme, Kinase-Glo Plus ATP luminescence, 45 min; actives 0.12% (n = 410,000); Potency, µM (doses to about 76.8 µM), without a hit: top-dose activity, negative = inhibition, usual class: inhibitors; AID 624173; Q57TT1; note: potency is the fitted concentration of half-maximal effect; % is set by controls: 0 for no effect and ±100 for the full control effect; nearly all actives have a fitted effect of over 50% in size
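Enzyme and substrate buffer are dispensed first and compound is pin-transferred. ADP at 130 uM final then starts the reaction, which runs 45 min at room temperature. Detection reagent is added for 10 min before luminescence is imaged.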
LmPK inhibitor: inhibitors of Leishmania mexicana pyruvate kinase; actives 0.37% (n = 290,000); purified LmPK, Kinase-Glo ATP luminescence, 1 h; Potency, µM (doses to about 57.5 µM), for inactives: at the top dose activity change, negative = inhibition, hits mostly inhibitors; note: potency is the fitted concentration of half-maximal effect; % is set by controls: 0 for no effect and ±100 for the full control effect
Target sequence (Q27686 whole entry, looked up): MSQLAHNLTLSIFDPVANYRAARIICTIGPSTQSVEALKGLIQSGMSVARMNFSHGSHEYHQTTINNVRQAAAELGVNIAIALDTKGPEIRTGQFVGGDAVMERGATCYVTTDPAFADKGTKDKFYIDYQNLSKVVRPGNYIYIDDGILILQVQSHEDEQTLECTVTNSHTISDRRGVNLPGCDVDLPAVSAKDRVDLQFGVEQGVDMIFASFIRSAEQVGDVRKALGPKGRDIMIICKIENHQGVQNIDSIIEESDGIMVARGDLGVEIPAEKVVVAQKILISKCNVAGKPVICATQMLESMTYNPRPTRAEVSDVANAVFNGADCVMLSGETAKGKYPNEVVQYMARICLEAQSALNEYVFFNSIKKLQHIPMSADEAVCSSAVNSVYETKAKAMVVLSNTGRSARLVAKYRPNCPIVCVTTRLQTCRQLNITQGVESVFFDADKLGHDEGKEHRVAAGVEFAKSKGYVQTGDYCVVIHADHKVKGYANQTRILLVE
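Purified LmPK (0.1 nM) with 0.5 mM PEP and 0.1 mM ADP in imidazole buffer pH 7.2 with MgCl2/KCl, 1 h at room temperature. ATP formed was read by luciferase luminescence and normalized to no-enzyme and uninhibited controls.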
HCV inhibitor: blocks hepatitis C virus. Huh7.5.1 HCVcc-Cre infection, luciferase reporter, 44 h. Potency, µM (top dose mostly 41.8 µM), inactives show at the top dose activity change, negative = inhibition, actives largely listed as inhibitors. actives 3.4% (n = 340,000); note: potency is the fitted concentration of half-maximal effect; % is set by controls: 0 for no effect and ±100 for the full control effect
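Whole-lifecycle infectious HCVcc-Cre system; cells 1,000/well, compound then virus (~0.5 moi) added 4 h after plating, 44 h culture. Luciferase read 15 sec following 15 min substrate incubation, room temp.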
Cycloheximide cs: counter-screen for Shiga toxin inhibitors: cycloheximide protein synthesis inhibition | cell reporter, cycloheximide protein synthesis inhibition counterscreen | max response, % | actives 12% (n = 300,000) | AID 2314; in the data active = max response mostly above about 13%, no sharp cut-off; inactive = mostly below about 14%; note: read at 38.3 µM for the half of the compounds with a filed dose; 0% is about no effect
Pf growth 96h: P. falciparum growth inhibition at 96 hours; P. falciparum luciferase reporter growth, 96 h; Potency, µM (top dose mostly 28.7 µM), for inactives: at the highest dose activity change, negative = inhibition, actives largely listed as inhibitors; actives 6.9% (n = 320,000); AID 504834; note: potency is the fitted concentration of half-maximal effect; % is set by controls: 0 for no effect and ±100 for the full control effect
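96 h incubation, 37 C, 5% CO2, of luciferase-reporter P. falciparum-infected RBCs (2% hematocrit, 0.05% parasitemia final) with test compounds; endpoint luminescence.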
Shiga inhibitor: Shiga toxin inhibition; AID 2315; inhibition, % at 38.7 µM; Vero cells, Shiga toxin protein synthesis inhibition reporter; actives 9.2% (n = 290,000); in the data active = inhibition mostly above about 28%, no sharp cut-off; inactive = mostly below about 43%; note: 0% is about no effect
Numbers without * were called inactive; [ ] = another dose, or the depositor's remark. Unless noted, calls come from the whole dose curve; as a rule, active = well fitted curve in the direction sought with a large enough effect; inconclusive = small, poorly fitted or top-dose-only effect, or another doubt; inactive = no such curve, though single readings can be large; an effect the other way counts as inactive or inconclusive. Compounds were not picked by outcome; 24% or so of the library scored in one or more.

Cc1ccccc1N(CC(=O)Nc1ccccc1C(=O)O)S(C)(=O)=O was read as Tb PYK inh 0%, LmPK inhibitor 8%, HCV inhibitor 25%, Cycloheximide cs 8, Pf growth 96h 38%[activator] and Shiga inhibitor 52.
`COc1ccccc1NC(=S)N(Cc1ccc(C)cc1)Cc1cccnc1` gave Pf growth 48h 13%, Tb PYK inh 5%, LmPK inhibitor -2%, HCV inhibitor 5%, Cycloheximide cs -3, Pf growth 96h inconclusive and Shiga inhibitor -5.
CN(C(=O)CSc1ncnc2sccc12)C1CCS(=O)(=O)C1 (stereo unspecified) was read as Pf growth 48h 33%[activator], Tb PYK inh 6%, HCV inhibitor 21% and Pf growth 96h 14%.
Screening Cc1ccc(-c2nnc(N3CCCCC3)c3ccccc23)cc1S(=O)(=O)NCC1CCCO1 (stereo unspecified) returned Pf growth 48h 4.7µM*, Tb PYK inh -5%, LmPK inhibitor 5%, HCV inhibitor inconclusive, Cycloheximide cs 1 and Shiga inhibitor -27.
`O=[N+]([O-])c1ccc2nc(Cl)nc(-c3ccccc3)c2c1` gave Pf growth 48h 33%, Tb PYK inh -2%, LmPK inhibitor -5%, HCV inhibitor -10%, Cycloheximide cs -3, Pf growth 96h 53%[activator] and Shiga inhibitor -4.
For COC(=O)C(C)N(C(=O)c1cccc2ccccc12)c1c(C)cccc1C (stereo unspecified) the results were Pf growth 48h 15µM*, Tb PYK inh 5%, LmPK inhibitor 1%, HCV inhibitor inconclusive, Cycloheximide cs -3 and Shiga inhibitor -12.
`COc1cc(NS(=O)(=O)c2ccc3c(c2)NC(=O)CO3)cc(OC)c1` gave Pf growth 48h 22%, Tb PYK inh -2%, LmPK inhibitor -8%, HCV inhibitor -4%, Cycloheximide cs -1, Pf growth 96h 52%[activator] and Shiga inhibitor -6.
Screening N#Cc1c(-c2ccccc2)cc(-c2cccs2)nc1SCC(=O)O returned Tb PYK inh -11%, LmPK inhibitor -3%, HCV inhibitor 16%, Cycloheximide cs 3, Pf growth 96h 4% and Shiga inhibitor 15.
`Cc1ccc(S(=O)(=O)N(Cc2nccn2C)C(C)C)cc1` gave Pf growth 48h 44%[activator], Tb PYK inh 0%, LmPK inhibitor 2%, HCV inhibitor 7%, Cycloheximide cs -2, Pf growth 96h -6% and Shiga inhibitor -5.
Screening N=c1n(CC(=O)c2cccs2)c2ccccc2n1Cc1ccccc1 returned Pf growth 48h inconclusive, Tb PYK inh 0%, LmPK inhibitor 8%, HCV inhibitor -5%, Cycloheximide cs 0, Pf growth 96h 4.7µM* and Shiga inhibitor -18.
N#CCC(=O)Nc1nc(-c2ccc3c(c2)OCCO3)cs1 was read as Pf growth 48h 23%, Tb PYK inh -3%, LmPK inhibitor -5%, HCV inhibitor -2%, Cycloheximide cs 32*, Pf growth 96h 10µM* and Shiga inhibitor 56*.
For CN(C)C(=O)Oc1ccc(Br)cc1C(=O)Nc1ccc(F)c(Cl)c1 the results were Pf growth 48h 1.2µM*, Tb PYK inh -1%, LmPK inhibitor 10%, HCV inhibitor inconclusive, Cycloheximide cs 10, Pf growth 96h inconclusive and Shiga inhibitor 10.
Cc1cccc(Nc2ncnc3c2cnn3Cc2ccccc2)c1 was read as Pf growth 48h inconclusive, Tb PYK inh -14%, LmPK inhibitor -1%, HCV inhibitor -9%, Cycloheximide cs 13, Pf growth 96h inconclusive and Shiga inhibitor 23.
`O=C(COc1ccccc1)Nc1nc(-c2ccc(S(=O)(=O)N3CCOCC3)cc2)cs1` gave Pf growth 48h inconclusive, Tb PYK inh -9%, LmPK inhibitor -1%, HCV inhibitor inconclusive, Cycloheximide cs -3 and Shiga inhibitor -5.
`O=C(c1ccc(OC2CCN(Cc3ccccc3O)CC2)cc1)N1CCCCC1` gave Pf growth 48h inconclusive, Tb PYK inh 4%, LmPK inhibitor -1%, HCV inhibitor inconclusive, Cycloheximide cs 1, Pf growth 96h -11% and Shiga inhibitor -7.
Screening CC1(c2ccc(Cl)cc2)NC(=O)N(CC(=O)c2ccc3c(c2)OCO3)C1=O (stereo unspecified) returned Pf growth 48h 7%, Tb PYK inh 4%, LmPK inhibitor 2%, Cycloheximide cs 14, Pf growth 96h 43%[activator] and Shiga inhibitor 2.
Screening c1ccc(Oc2ccc(-n3cnnn3)cc2)cc1 returned Pf growth 48h 19%, Tb PYK inh 1%, LmPK inhibitor 2%, HCV inhibitor 16%, Cycloheximide cs 2 and Shiga inhibitor -7.
`COc1cc(C2NC(=O)CCC2[N+](=O)[O-])cc(OC)c1OC` (stereo unspecified) gave Pf growth 48h -20%, Tb PYK inh -23%, LmPK inhibitor -1%, HCV inhibitor 13%, Cycloheximide cs 2, Pf growth 96h -6% and Shiga inhibitor -16.
Screening CC(=O)C1C(c2ccc(Br)cc2)C2C(C)=NN=C2CC1(C)O (stereo unspecified) returned Pf growth 48h -13%, Tb PYK inh 1%, LmPK inhibitor 0%, HCV inhibitor -9%, Cycloheximide cs -3, Pf growth 96h -16% and Shiga inhibitor -4.
`CC(=O)Nc1ccc(S(=O)(=O)N2CCN(C)CC2)cc1` gave Pf growth 48h -1%, Tb PYK inh 0%, LmPK inhibitor 0%, HCV inhibitor 11%, Cycloheximide cs -4 and Shiga inhibitor -5.
NC(=O)[C@@H]1CCCNc2c(F)cc([N+](=O)[O-])cc2C(=O)N[C@@H](CO)C(=O)NCC(=O)N1 was read as Pf growth 48h 3%, Tb PYK inh 0%, LmPK inhibitor 3%, HCV inhibitor 39%[activator], Cycloheximide cs -3, Pf growth 96h -6% and Shiga inhibitor -12.
`COc1cc(CCC(=O)Nc2ccc(Br)c(C(F)(F)F)c2)cc(OC)c1OC` gave Pf growth 48h inconclusive, Tb PYK inh 1%, LmPK inhibitor 5%, HCV inhibitor inconclusive, Cycloheximide cs 0, Pf growth 96h inconclusive and Shiga inhibitor -7.
Cc1ccc(CCNC(=O)C2CCC(=O)N2C2CCCC2)cc1 (stereo unspecified) was read as Pf growth 48h 0%, Tb PYK inh 1%, LmPK inhibitor -9%, HCV inhibitor -4%, Cycloheximide cs -2, Pf growth 96h 36%[activator] and Shiga inhibitor 12.
NC(=O)CN1C(=O)C(=O)N(Cc2ccccc2Cl)C1=O was read as Pf growth 48h 12%, Tb PYK inh -2%, LmPK inhibitor 4%, HCV inhibitor 7%, Cycloheximide cs 1, Pf growth 96h 0% and Shiga inhibitor 2.

Sorted by length of the SMILES (rising): three of the compounds above.
Screening c1ccc(Oc2ccc(-n3cnnn3)cc2)cc1 returned Pf growth 48h 19%, Tb PYK inh 1%, LmPK inhibitor 2%, HCV inhibitor 16%, Cycloheximide cs 2 and Shiga inhibitor -7.
`COc1cc(CCC(=O)Nc2ccc(Br)c(C(F)(F)F)c2)cc(OC)c1OC` gave Pf growth 48h inconclusive, Tb PYK inh 1%, LmPK inhibitor 5%, HCV inhibitor inconclusive, Cycloheximide cs 0, Pf growth 96h inconclusive and Shiga inhibitor -7.
NC(=O)[C@@H]1CCCNc2c(F)cc([N+](=O)[O-])cc2C(=O)N[C@@H](CO)C(=O)NCC(=O)N1 was read as Pf growth 48h 3%, Tb PYK inh 0%, LmPK inhibitor 3%, HCV inhibitor 39%[activator], Cycloheximide cs -3, Pf growth 96h -6% and Shiga inhibitor -12.

Further compounds
For CSCCC(NC(=O)C1CCC(C)CC1)C(=O)NCCN1CCC(C)CC1 (stereo unspecified) the results were Pf growth 48h 4%, Tb PYK inh -7%, LmPK inhibitor 4%, HCV inhibitor -12%, Cycloheximide cs 2, Pf growth 96h inconclusive and Shiga inhibitor 2.
`O=S(=O)(N1CCOCC1)N1CCCN(S(=O)(=O)N2CCOCC2)CC1` gave Pf growth 48h -8%, Tb PYK inh -6%, LmPK inhibitor 4%, HCV inhibitor 6%, Cycloheximide cs -1, Pf growth 96h 28% and Shiga inhibitor 12.
`O=C1N(c2cccc(Cl)c2)C(c2ccccc2)N2CCCN12` (stereo unspecified) gave Pf growth 48h -19%, Tb PYK inh 5%, LmPK inhibitor 2%, HCV inhibitor 8%, Cycloheximide cs 2, Pf growth 96h inconclusive and Shiga inhibitor 4.
`COC(=O)c1ccc(N2CCC(c3cc(-c4ccc(OC)cc4)n[nH]3)CC2)c([N+](=O)[O-])c1` gave Pf growth 48h inconclusive, Tb PYK inh -10%, LmPK inhibitor 0%, HCV inhibitor 11µM*, Cycloheximide cs 1, Pf growth 96h inconclusive and Shiga inhibitor -14.
CC(=O)c1ccccc1NC(=O)COC(=O)C1=NN(c2ccccc2)C(=O)CC1 was read as Pf growth 48h 19%, Tb PYK inh 0%, HCV inhibitor 11% and Pf growth 96h 9%.
Cc1cc(C)c2c(N=CN(C)C)c(C(=O)N3CCN(c4ncccn4)CC3)sc2n1 was read as Pf growth 48h inconclusive, Tb PYK inh -1%, LmPK inhibitor 3%, HCV inhibitor inconclusive, Cycloheximide cs -5 and Shiga inhibitor 2.
For O=C(NNC(=S)NC(=O)c1ccccc1Cl)c1cccc([N+](=O)[O-])c1 the results were Tb PYK inh -8%, LmPK inhibitor -3%, HCV inhibitor inconclusive, Cycloheximide cs -1, Pf growth 96h 2% and Shiga inhibitor -2.
Cc1ccc(Sc2cnc3ccccc3n2)cc1 was read as Pf growth 48h 180%[activator], Tb PYK inh 2%, LmPK inhibitor 2%, HCV inhibitor 11%, Cycloheximide cs 34 and Shiga inhibitor 66.
Cc1cccc(NC(=O)c2ccc(S(=O)(=O)N3CCOCC3)cc2)c1C was read as Pf growth 48h 10%, Tb PYK inh 7%, LmPK inhibitor -4%, HCV inhibitor 13%, Cycloheximide cs 1, Pf growth 96h inconclusive and Shiga inhibitor 3.
`Cc1cc(C(=O)N/N=C/c2ccc([N+](=O)[O-])cc2)c2ccccc2n1` gave Pf growth 48h 8%, Tb PYK inh 2%, LmPK inhibitor 8%, HCV inhibitor -3%, Cycloheximide cs -1, Pf growth 96h -16% and Shiga inhibitor 15.
Screening COc1ccc(OCc2nnc(SCC(=O)Nc3ccccc3F)o2)cc1 returned Pf growth 48h 10%, Tb PYK inh -1%, LmPK inhibitor -7%, HCV inhibitor 5%, Cycloheximide cs -3, Pf growth 96h 4% and Shiga inhibitor -12.
CC1(C)CC(=O)C2=C(C1)OC(N)=C(C#N)C2c1ccccc1[N+](=O)[O-] (stereo unspecified) was read as Pf growth 48h 7%, Tb PYK inh -9%, LmPK inhibitor -3%, HCV inhibitor 19%, Cycloheximide cs -4, Pf growth 96h 51%[activator] and Shiga inhibitor 26.
For C=CCOC(=O)/C(=C/c1cccnc1)NC(=O)c1ccccc1 the results were Pf growth 48h 9%, Tb PYK inh -13%, LmPK inhibitor 1%, HCV inhibitor 13%, Cycloheximide cs 4, Pf growth 96h 34%[activator] and Shiga inhibitor -7.
Screening O=C(NC1CCCc2c1cnn2-c1ccc(F)cc1F)c1cnccn1 (stereo unspecified) returned Pf growth 48h 27%, Tb PYK inh 3%, LmPK inhibitor 3%, HCV inhibitor inconclusive, Cycloheximide cs 1, Pf growth 96h -9% and Shiga inhibitor -3.
For N#Cc1c2c(nc(N)c1-c1ccccc1)CCCCC2 the results were Pf growth 48h 6%, Tb PYK inh -3%, LmPK inhibitor -2%, HCV inhibitor -12%, Cycloheximide cs 2 and Shiga inhibitor 27.

Screening results deposited in PubChem BioAssay by National Center for Advancing Translational Sciences (NCATS).
